# Screening data: PubChem BioAssay, National Center for Advancing Translational Sciences (NCATS)
# D2 antagonist = D2 dopamine receptor (human) antagonism; HEK293 TREx D2 cells, calcium flux, dopamine EC80; inhibition, % at 10 µM; 340,000 tested, 2% active; AID 485344; in the data active = inhibition above about 30%; also: 0% is about no effect
# Target sequence (P14416 whole entry, looked up): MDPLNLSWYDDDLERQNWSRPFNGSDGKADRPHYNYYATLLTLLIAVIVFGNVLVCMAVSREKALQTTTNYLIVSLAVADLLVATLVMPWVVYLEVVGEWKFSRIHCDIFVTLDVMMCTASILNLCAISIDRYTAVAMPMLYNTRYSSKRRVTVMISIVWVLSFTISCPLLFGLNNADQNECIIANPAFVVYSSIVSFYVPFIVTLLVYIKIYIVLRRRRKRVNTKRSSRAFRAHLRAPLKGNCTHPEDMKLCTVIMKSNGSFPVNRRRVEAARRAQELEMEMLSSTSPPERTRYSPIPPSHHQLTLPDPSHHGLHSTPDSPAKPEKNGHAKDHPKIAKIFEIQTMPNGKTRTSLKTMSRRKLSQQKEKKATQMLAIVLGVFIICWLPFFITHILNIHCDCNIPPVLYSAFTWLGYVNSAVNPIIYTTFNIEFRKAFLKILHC
#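 Calcium flux kinetic readout in an inducible HEK293 TREx D2 line plated overnight at 30 C. After 180 s compound exposure, an EC80 dopamine challenge follows with another 180 s kinetic read to detect antagonism.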
# TRHR ag = agonists of human TRH receptor; activation, % at 2 µM; 360,000 tested, 0.18% active; P34981; AID 493084; TRHR cells, calcium flux fluo-8, FDSS agonist mode; also: 0% is about no effect
# Target sequence (P34981 whole entry, looked up): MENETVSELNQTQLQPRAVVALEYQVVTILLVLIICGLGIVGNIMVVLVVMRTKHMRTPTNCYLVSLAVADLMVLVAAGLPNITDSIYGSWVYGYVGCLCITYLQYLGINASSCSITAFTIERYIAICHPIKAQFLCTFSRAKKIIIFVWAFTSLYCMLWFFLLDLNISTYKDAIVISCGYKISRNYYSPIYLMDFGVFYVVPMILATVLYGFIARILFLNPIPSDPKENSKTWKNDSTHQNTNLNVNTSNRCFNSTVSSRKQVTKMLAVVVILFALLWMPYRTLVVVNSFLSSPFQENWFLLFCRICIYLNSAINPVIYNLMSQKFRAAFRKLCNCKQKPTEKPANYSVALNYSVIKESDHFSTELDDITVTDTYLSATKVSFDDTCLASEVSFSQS
#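 Steps: seed TRHR cells overnight; add fluo-8 no-wash Ca dye, RT 30 min–1.5 h; record 10 s baseline; pin-transfer compounds; monitor fluorescence 1 cycle/s for the agonist window. Calcium increases flag candidate agonists.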
# D2 agonist = agonists of human D2 dopamine receptor. P14416. HEK293 T-REx D2 cells, calcium flux agonist mode. activation, % at 2 µM. 340,000 tested, 0.53% active. AID 485358;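 active = activation over 3 SD above normal in the single-dose calcium agonist read, cut at about 30% in these data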; also: 0% is about no effect
#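 Calcium-flux readout, 1 cycle/sec over 180 s following compound pin transfer, in inducible HEK293 Trex D2 cells (force-coupled); dopamine controls included. Positive calcium responses during this window marked compounds as potential agonists.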
# D1 antag = human D1 dopamine receptor antagonism; P21728; activity change, negative = inhibition, % at 10 µM; HEK293 TREx D1 cells, calcium flux, dopamine EC80; stronger effect = lower value; 360,000 tested, 3.2% active; in the data active = activity change below about -30%; also: % is scaled to controls: 0 for no effect and ±100 for the full control effect
#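 Tetracycline-induced HEK293 Trex D1 cells, force-coupled to calcium, dye-loaded; compounds added and read 180 s, then EC80 dopamine added and calcium flux tracked kinetically another 180 s.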
# D1 potentiator = enhances dopamine response at the human D1 receptor; P21728; HEK293 TREx D1 cells, calcium flux, dopamine EC20 potentiation; potentiation, % at 10 µM; 360,000 tested, 0.036% active; AID 504651; in the data active = potentiation above about 30%; also: 0% is about no effect
# D1 ag = human D1 receptor agonism; 360,000 tested, 1% active; P21728; HEK293 T-REx D1 cells, calcium flux, agonist mode; activation, % at 2 µM; also: 0% is about no effect
#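 Inducible HEK293 T-REx D1 cells, force-coupled to calcium signalling, were plated at 4000 cells/well with tetracycline and held overnight at 30 C. After no-wash calcium dye loading, compound-evoked calcium rise over 180 s flagged agonists.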
# RXFP1 antag = antagonists of human relaxin receptor RXFP1; AID 1259400; Q9HBX9; 350,000 tested, 0.59% active; activity change, negative = inhibition, % at 57.5 µM; HEK293-RXFP1, relaxin-stimulated cAMP HTRF, 30 min; stronger effect = lower value;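 active = activity change of -60% or lower, but not beyond a set lower limit; inconclusive = change between -60% and -40%, or beyond the set limit; inactive = change above -40%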; also: % is scaled to controls: 0 for no effect and ±100 for the full control effect
# D2 PAM = positive allosteric modulators of human D2 dopamine receptor. 340,000 tested, 0.34% active. potentiation, % at 10 µM. HEK293 T-REx D2, calcium flux, EC20 dopamine potentiation. AID 485347. P14416;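 active = potentiation over 3 SD above the plate norm, cut at about 30% in these data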; also: 0% is about no effect
#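 Calcium flux readout, no-wash dye, 1 read/s. Inducible HEK293 Trex D2 line, overnight 30 C. Compound alone 180 s (agonist flags), then EC20 dopamine, another 180 s to score potentiation.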
# TRHR PAM = TRH receptor (human) allosteric enhancement | P34981 | TRHR cells, fluo-8 calcium fluorescence, EC20 TRH enhancement | enhancement, % at 2 µM | 360,000 tested, 0.66% active | AID 493056; in the data active = enhancement above about 30%; also: 0% is about no effect
#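 Enhancer read-out: after compound pinning and an initial kinetic agonist-mode read, an EC20 of TRH (10 nM final) was injected and fluo-8 calcium signal (Ex 480/Em 530) followed at 1 s/cycle for 100 cycles in TRHR-expressing cells.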
# An asterisk follows results filed as active; u = inconclusive; x = not tested or not shown. Rule as the data show it, unless noted: active = activation above about 30%; inactive = the rest.
# Each structure is followed by: D1 potentiator	D1 ag	D2 PAM	D2 antagonist	D2 agonist	TRHR PAM	D1 antag	RXFP1 antag	TRHR ag
> CCC1CCCCN1CCCCOc1cccc(Cl)c1 (centres undefined)
  -23	4	-25	55*	0.2	-4	15	1	-0.1
> CCOC(=O)c1cccc(NC(=O)CSc2nnc(-c3ccoc3C)n2CC)c1
  -1	3	-10	1	0.9	-2	4	-4	0.0
> COc1ccc(CCC(C)Nc2ccc(F)cc2)cc1 (centres undefined)
  0	0	x	x	x	-15	-18	10	1.9
> COc1ccccc1NC(=O)CC1C(=O)NCCN1C(=O)Nc1ccccc1 (centres undefined)
  -2	-1	8	-27	0.0	7	x	-7	-0.7
> Cc1ccc(NC(=O)CN(C)C(=O)C(C)N2CCN(Cc3ccccc3C)CC2)cc1 (centres undefined)
  -6	2	-8	3	-0.1	-3	-1	4	0.1
> Fc1ccc(-c2nnc(CSc3nnc(-c4ccc5c(c4)OCO5)o3)o2)cc1
  5	7	-2	10	-0.8	13	16	3	0.0
> CCOc1ccccc1CNC(=O)C1CCCN(S(=O)(=O)c2ccc3c(ccn3C)c2)C1 (centres undefined)
  1	4	-1	x	-0.8	-8	-28	-1	-0.1
> Cc1c(NC(=O)Nc2ccc(Cl)c(Cl)c2)c(=O)n(-c2ccccc2)n1C
  -1	10	-3	6	-0.7	-14	-17	-6	-0.6
> O=C(Nc1ccc(Nc2ccccc2)cc1)c1cccc(F)c1
  -4	4	32*	-18	-0.3	17	-1	-11	-1.4
> CC(C)(C)c1ccc(-c2nnc3sc(-c4ccccn4)nn23)cc1
  4	4	-19	7	1.0	11	10	u	1.1
> CC(=O)c1ccc(OC(=O)c2cccs2)cc1
  4	0	15	-11	0.0	-4	-5	3	-1.1
> COc1ccc(-c2noc(-c3ccc(Br)o3)n2)cc1
  3	2	2	-2	-0.9	-2	3	-36	0.7
> CCOc1ccc(N(CC(=O)NCCc2ccc(Cl)cc2)S(=O)(=O)c2c(C)[nH]c(=O)[nH]c2=O)cc1
  5	-3	32*	2	-1.6	-6	-12	-14	0.3
> CSc1ccc(S(=O)(=O)N2CCC(C(=O)NCCc3ccccc3)CC2)cc1
  -3	1	-1	-16	-0.3	4	-8	1	-0.6
> O=C(COC(=O)c1ncc(Cl)c(Cl)c1Cl)NCCc1ccccc1
  -2	4	-4	-11	-1.3	-4	-16	-18	-1.4

# The final four records of the part before lead into the next.
# Each structure is followed by: D1 potentiator	D1 ag	D2 PAM	D2 antagonist	D2 agonist	TRHR PAM	D1 antag	RXFP1 antag	TRHR ag
> COc1ccc(-c2noc(-c3ccc(Br)o3)n2)cc1
  3	2	2	-2	-0.9	-2	3	-36	0.7
> CCOc1ccc(N(CC(=O)NCCc2ccc(Cl)cc2)S(=O)(=O)c2c(C)[nH]c(=O)[nH]c2=O)cc1
  5	-3	32*	2	-1.6	-6	-12	-14	0.3
> CSc1ccc(S(=O)(=O)N2CCC(C(=O)NCCc3ccccc3)CC2)cc1
  -3	1	-1	-16	-0.3	4	-8	1	-0.6
> O=C(COC(=O)c1ncc(Cl)c(Cl)c1Cl)NCCc1ccccc1
  -2	4	-4	-11	-1.3	-4	-16	-18	-1.4
> Cn1c(C(=O)NCCN2CCOCC2)cc2c(=O)n(C)c3ccccc3c21
  x	1	2	-6	1.8	7	-2	0	0.6
> CCCc1nnc(NC(=O)CCC(=O)N2CCN(Cc3cc(Cl)ccc3OC)CC2)s1
  -6	8	-10	10	-0.3	1	-3	u	-0.1
> Cc1nc(Cl)cc(N/N=C/c2ccccc2)n1
  -2	0	-1	10	-0.3	-8	7	8	0.0
> Cc1cccc(NC(=S)NCCc2c[nH]c3ccccc23)c1
  -2	3	-6	-1	0.2	-2	11	-18	-0.2
> CCOc1ccc(-c2csc3nc[nH]c(=O)c23)cc1
  2	4	0	2	-1.6	0	-12	5	-0.3
> COc1ccc(C2C(C(=O)O)c3ccccc3C(=O)N2C)cc1Br (centres undefined)
  5	5	4	-38	0.9	0	0	-17	0.4
> COc1ccc(C(=O)NNC(=O)CCC(=O)Nc2cc(C)on2)cc1
  1	2	4	12	1.0	-3	-3	13	-0.1
> CCN1CCN(C(=O)c2oc(=O)c3ccccc3c2-c2ccc(C)cc2)CC1
  0	4	-24	59*	-0.7	0	6	x	0.3
> O=C(O)CCNS(=O)(=O)c1cccc(Br)c1
  1	4	1	-17	-0.7	-7	-9	5	0.4
> CC(C)CN1C(=O)C(=O)N(CC(=O)Nc2cc(Cl)ccc2Oc2ccccc2)C1=O
  1	5	-5	2	0.6	-4	2	-14	-3.5
> Cc1cc(C(=O)CS(=O)(=O)c2ccccc2)cc(C)c1O
  -1	2	-6	20	-0.8	-5	-5	6	0.0
> Cc1nc2ccccc2nc(C)c1=NOCc1cccc(Cl)c1
  -6	2	-7	-1	1.0	-7	-13	x	-1.8
> O=C(CSc1cccc[n+]1[O-])Nc1cc(S(=O)(=O)N2CCOCC2)ccc1Cl
  0	4	11	-2	0.6	0	-19	6	0.4
> Cn1cccc1/C=N/NC(=O)c1ccn[nH]1
  -1	3	x	x	x	22	4	6	0.0
> CC1CCN(Cc2c(C(=O)N3CCc4ccccc4C3)nc3ccc(Cl)cn23)CC1
  -14	3	-28	0	-3.2	-2	11	-2	-1.5
> CCOc1ccc(S(=O)(=O)N2CCN(c3ccccc3F)CC2)c2cccnc12
  -1	5	8	-1	18	6	-1	14	0.4
> COc1cccc(CNCCSc2nnnn2C)c1OCc1ccc(F)cc1
  0	1	-3	x	-0.5	-2	-16	x	-0.7
> COc1ccc(-c2cc3c(=O)n(CC(=O)Nc4ccc(Cl)cc4)nc(C)n3n2)cc1
  15	4	-2	-25	0.2	-1	7	2	0.0
> CCOC(=O)c1nn(-c2ccc(Cl)cc2)cc1O
  -3	0	-2	-8	-0.5	1	-2	2	-0.3
> COc1ccc(N2CCN(C(=O)COC(=O)COc3cccc(C(F)(F)F)c3)CC2)cc1
  x	1	-8	25	0.7	-5	6	0	0.2
> CC1CN(C(=O)c2ccc(N3CCCCC3)c([N+](=O)[O-])c2)CC(C)O1 (centres undefined)
  -3	1	0	12	0.2	-4	-4	3	0.1
> COc1ccc(Cl)cc1N(CC(=O)N1CCCC1)S(C)(=O)=O
  -2	6	12	-5	0.1	10	8	1	0.4
> O=c1[nH]c(CN2CCN(S(=O)(=O)c3ccc(Cl)cc3)CC2)nc2cc(Cl)ccc12
  2	1	0	9	3.6	6	-12	-8	0.4
> Cn1c(-c2ccccc2)nc2cnccc21
  -2	0	-2	-3	-0.4	4	7	16	0.2
> CC(=O)N1CC[n+]2c(-c3ccc(Cl)cc3Cl)csc21
  -1	2	-3	3	-0.1	0	9	-16	-0.6
> CCCC(=O)Nc1ccc(NC(=O)c2cccs2)cn1
  -8	1	-11	9	0.9	2	-9	-9	0.3
> Cc1nnsc1Sc1cccc(C(F)(F)F)c1
  1	0	8	9	0.3	-3	-14	-8	0.0
> CCOC(=O)Cn1c(CN2CCOCC2)nc2c1c(=O)[nH]c(=O)n2C
  -2	4	3	-19	-0.2	8	-2	11	-1.0
> NS(=O)(=O)c1cccc(NC(=O)Nc2ccccc2)c1
  -3	5	16	3	-2.0	7	5	-13	-1.2
> COCC(COCCCNC(=O)Nc1ccc(Br)cc1)OC (centres undefined)
  -2	12	15	0	0.4	7	-10	-4	-0.2

# Entries listed above that bear a hit mark in D2 antagonist:
canonical_smiles | D1 potentiator | D1 ag | D2 PAM | D2 antagonist | TRHR PAM | D1 antag | RXFP1 antag
CCC1CCCCN1CCCCOc1cccc(Cl)c1 (centres undefined) | -23 | 4 | -25 | 55* | -4 | 15 | 1
CCN1CCN(C(=O)c2oc(=O)c3ccccc3c2-c2ccc(C)cc2)CC1 | 0 | 4 | -24 | 59* | 0 | 6 | x

# Next part
# Each structure is followed by: D1 potentiator	D1 ag	D2 PAM	D2 antagonist	D2 agonist	TRHR PAM	D1 antag	RXFP1 antag	TRHR ag
> COc1ccc(S(=O)(=O)Nc2cc(C)cc(C)n2)c2ccccc12
  6	3	2	-20	0.2	6	4	-2	0.2
> COc1ccc2[nH]c3c(=O)n(Cc4ccc(C(=O)NCC5CCCO5)cc4)c(=S)[nH]c3c2c1 (centres undefined)
  -1	-4	6	-6	1.0	2	7	-89*	1.2
> O=Cc1coc2c(ccc3ccccc32)c1=O
  -1	2	-2	-16	1.9	4	3	x	0.6
> Cc1ccc(-n2c(SCC(=O)Nc3ccc4cn[nH]c4c3)nnc2-c2ccco2)cc1
  5	3	3	7	0.2	-1	30	-16	-0.3
> COc1ccc(-c2nc3cc(C)ccn3c2NC(=O)c2ccc(F)cc2)cc1
  -1	1	12	x	-0.6	3	-40*	x	-0.4
> CC(=O)c1c(C)[nH]c(C(=O)OCC(=O)Nc2ccc3[nH]c(=O)[nH]c3c2)c1C
  -8	0	-2	0	0.2	1	1	-34	-0.2
> CC1CCCCC1NC(=O)CN1C(=O)NC(Cc2ccccc2)(Cc2ccccc2)C1=O (centres undefined)
  2	-3	5	-12	0.4	-5	7	-8	-0.6
> CC(=O)c1cccc(NC(=O)c2cc(-c3ccc(C)cc3)on2)c1
  -5	3	x	-19	1.4	2	6	15	1.4
> CCc1ccc(OCC(=O)N2c3ccccc3CCc3ccccc32)cc1
  4	14	-4	8	0.3	-4	-18	-26	0.3
> O=C(CSc1nnnn1C1CCCC1)NCc1cccs1
  -2	0	3	-23	-0.5	0	-5	4	-0.9
> O=C(COc1ccccc1Cl)Nc1nc(-c2cccs2)cs1
  -1	4	-4	5	0.3	1	-12	-8	0.5
> CCc1cccc2c(C(=O)COC(=O)c3nn(C)c(=O)c4ccccc34)c[nH]c12
  2	9	-15	-9	-1.3	4	2	-11	1.2
> O=C(Nc1ccc(N2CCOCC2)c(C(=O)O)c1)c1ccc(Br)cc1
  0	5	2	x	0.8	-3	0	0	-0.1
> O=C(CSc1nnc2ccccn12)NC(=O)NC1CCCC1
  0	3	13	11	-0.4	1	2	-27	0.3
> Cc1ccc2cc(CN(Cc3nnnn3C3CCCC3)C3CCCCC3)c(=O)[nH]c2c1C
  3	4	-1	5	-0.1	0	-3	7	-0.1
> Cc1ccc(-c2nnnn2C2C/C(=N\NC(N)=S)C3OCC2O3)cc1 (centres undefined)
  0	-2	-4	-5	1.6	-11	18	13	0.1
> COc1ccc(C(=O)NC2CCN(C(=O)Nc3ccccc3Cl)CC2)cc1
  -1	4	18	-12	-0.2	15	13	-21	-0.2
> O=C(Nc1c2c(nn1-c1ccc(F)cc1)CS(=O)C2)C12CC3CC(CC(C3)C1)C2 (centres undefined)
  -1	1	7	-2	0.9	-2	9	-6	0.1
> COc1cc(/C=C(\C#N)c2ccccn2)ccc1OCC(=O)Nc1ccc(Br)cc1
  -4	12	x	x	x	-1	-15	x	0.5
> O=C(Cc1c(F)cccc1Cl)N1CCN(C(=O)c2ccco2)CC1
  0	3	-4	19	0.1	5	-4	-7	0.4
